core dimer inh = inhibitors of HCV core protein dimerization, primary screen, biochemical, TR-FRET, high-throughput | inhibition, % at 5 µM | 300,000 tested, 0.33% active | TR-FRET GST/Flag-core106 dimerization, 1536-well | AID 1899, 2009;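 active = inhibition above the mean of all tested compounds plus 3 SD, set per screening campaign, cut at about 45% in these data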
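Material: Tagged HCV core106 pair (GST and Flag) | Amount: GST-core106 13.5 nM, Flag-core106 17 nM | Medium: KF-containing HEPES buffer, pH 7.45, DTT, CHAPS, BSA | Reagent: Eu donor and XL665 acceptor anti-tag antibodies | Schedule: 4 h at 22.5 °C | Technique: Time-resolved FRET, ex 340 nm, em 617 and 671 nm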
PP1 counter = PP1-alpha phosphatase inhibitors, primary screen, counter-screen for PP5 inhibitor project, biochemical, fluorescence, OMFP substrate, single point | Serine/threonine-protein phosphatase PP1-alpha catalytic subunit (Homo sapiens), P62136 | purified PP1alpha | inhibition, % at 6.7 µM | 320,000 tested, 0.9% active | AID 2235, 2010;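 active = inhibition above the mean inhibition of all tested compounds plus 3 SD, computed separately for each screening campaign, cut at about 15% in these data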
Target sequence (P62136 whole entry, looked up): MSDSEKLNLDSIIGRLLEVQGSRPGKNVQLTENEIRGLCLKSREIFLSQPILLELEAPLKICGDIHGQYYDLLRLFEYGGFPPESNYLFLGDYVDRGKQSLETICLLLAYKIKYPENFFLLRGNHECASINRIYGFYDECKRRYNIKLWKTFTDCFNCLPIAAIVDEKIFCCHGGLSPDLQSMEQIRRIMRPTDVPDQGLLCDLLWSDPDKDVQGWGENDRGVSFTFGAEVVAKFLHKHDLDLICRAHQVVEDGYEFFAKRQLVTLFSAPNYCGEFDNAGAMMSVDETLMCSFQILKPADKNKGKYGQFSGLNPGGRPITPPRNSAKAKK
CTSL1 counter = Fasciola hepatica cathepsin L1 inhibitors, primary screen, counter-screen for PFM18AAP inhibitor project, biochemical, QFRET, fluorogenic peptide substrate; recombinant F. hepatica cathepsin L1, Z-Leu-Arg-MCA fluorescence; inhibition, % at 5.96 µM; 300,000 tested, 0.49% active;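 active = inhibition above the mean of all tested compounds plus 3 SD, set per screening campaign, cut at about 17% in these data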;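 note: 0% = plate median of test compound wells and 100% = 1 µM Z-Phe-Ala-diazomethylketone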
GASC-1 inh = inhibitors of GASC-1 histone demethylase, primary screen, biochemical, fluorescence, DELFIA europium | Lysine-specific demethylase 4C (Homo sapiens), Q9H3R0 | GST-JMJD2C(1-420) H3K9me3 demethylation | inhibition, % at 2.35 µM | 330,000 tested, 0.069% active | AID 2099, 2009;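 active = more than half of a compound's replicate wells show inhibition beyond 50%, single wells judged on their own value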;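 note: signal counts dimethyl H3K9 product captured on neutravidin plate; 0% = median of DMSO wells and 100% = 0.3 times that DMSO median; strong numbers were not always called active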
Target sequence (Q9H3R0 1-420 limits assumed): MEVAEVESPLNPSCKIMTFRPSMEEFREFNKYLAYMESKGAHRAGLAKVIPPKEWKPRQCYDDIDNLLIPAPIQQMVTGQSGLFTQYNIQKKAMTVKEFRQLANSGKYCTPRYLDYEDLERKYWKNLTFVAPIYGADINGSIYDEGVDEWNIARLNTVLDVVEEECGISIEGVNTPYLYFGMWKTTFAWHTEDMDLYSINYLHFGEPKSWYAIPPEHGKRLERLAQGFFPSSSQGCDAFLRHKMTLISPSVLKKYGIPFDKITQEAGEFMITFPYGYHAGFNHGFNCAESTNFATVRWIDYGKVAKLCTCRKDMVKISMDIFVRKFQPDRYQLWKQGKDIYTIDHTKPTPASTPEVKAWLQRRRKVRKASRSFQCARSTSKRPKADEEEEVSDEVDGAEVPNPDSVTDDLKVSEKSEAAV
procasp3 activ = activators of human procaspase-3 D3A mutant, primary screen, biochemical, absorbance, PC-3 D3A mutant, single concentration; activation, % at 8.5 µM; 330,000 tested, 0.11% active; AID 463141, 2010; recombinant procaspase-3 D3A, Ac-DEVD-pNA absorbance 405 nm; Caspase-3 (Homo sapiens), P42574;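 active = activation above the mean of all tested compounds plus 3 SD, cut at about 21% in these data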;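 note: 0% = DMSO alone and 100% = DMSO wells spiked with extra 5 µM PC-3 D3A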
Target sequence (P42574 whole entry D9A/D28A/D175A): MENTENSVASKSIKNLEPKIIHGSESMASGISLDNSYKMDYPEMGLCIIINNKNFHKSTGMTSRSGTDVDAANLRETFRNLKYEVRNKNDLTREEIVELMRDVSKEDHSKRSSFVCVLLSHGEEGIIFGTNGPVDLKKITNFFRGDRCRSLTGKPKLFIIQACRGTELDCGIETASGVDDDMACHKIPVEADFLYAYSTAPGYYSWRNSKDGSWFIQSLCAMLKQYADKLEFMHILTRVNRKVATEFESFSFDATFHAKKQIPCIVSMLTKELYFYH
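Assay system: Autoprocessing-dead procaspase-3 D3A mutant enzyme; also added: Ac-DEVD-pNA; doses: one concentration, 8.5 µM nominal, 0.8% DMSO; times: 1 h compound preincubation, 2 h substrate hydrolysis at 25 °C; technique: 405 nm absorbance of p-nitroaniline, reads at 0 and 120 min; measure: % activation between DMSO and enzyme-spiked controls; repeats: single replicate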
VLA-4 inh = inhibition in human VLA-4 binding assay, primary screen, VLA-4 allosteric modulator project, MLPCN library, flow cytometry, VLA-4 expressing cells; ligand binding flow cytometry; inhibition, % (about 7 µM as worked out from the volumes in the protocol); 330,000 tested, 0.2% active; in the data active = inhibition above about 50%
procasp7 counter = procaspase-7 activators, primary screen, counter-screen for procaspase-3 activator project, biochemical, absorbance, HTS, human | Caspase-7 (Homo sapiens), P55210 | recombinant procaspase-7, Ac-DEVD-pNA absorbance 405 nm; D23A/D198A/D206A triple mutant, cannot self-cleave; scale: DMSO 0, 5 µM enzyme 100 | activation, % at 8.5 µM | 330,000 tested, 0.093% active | AID 463210, 2010;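 active = percent activation above the screen-wide mean plus 3 SD, cut at about 25% in these data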
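signal = Epi-absorbance of released pNA at 405 nm, two timepoints | assay system = Uncleavable procaspase-7 mutant enzyme | reagent = Ac-DEVD-pNA substrate, 400 µM as added | times = 1 h enzyme–compound preincubation and 2 h substrate reaction, both 25 °C | benchmarks = low DMSO alone, high DMSO plus 5 µM PC-7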
PP5 inh = PP5 phosphatase inhibitors, primary screen, biochemical, fluorescence; purified PP5c, OMFP substrate fluorescence; 320,000 tested, 0.18% active; AID 1987, 2009; inhibition, % at 6.7 µM;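 active = inhibition above the campaign's mean inhibition across all tested compounds plus 3 SD, cut at about 9.5% in these data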;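 note: 0% = DMSO only and 100% = 100 µM cantharidin control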
GRK2 aptamer HTS = compounds blocking aptamer binding on GRK2 – biochemical, human GRK2, bead flow cytometry, HTS, primary screen; FAM-aptamer displacement from GRK2; inhibition of aptamer binding, % at 10 µM; Beta-adrenergic receptor kinase 1 (Homo sapiens), P25098; 330,000 tested, 0.59% active;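 active = inhibition of aptamer binding above 40%, roughly 3 SD of noise, on plates passing a quality check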;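 note: median bead fluorescence of bound FAM aptamer so fluorescent compounds give negative values; no value below 0 was filed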
Numbers without * were called inactive; i = inactive; · = not tested or not shown; & = joins results of further samples.

canonical_smiles,PP1 counter,procasp3 activ,core dimer inh,VLA-4 inh,GRK2 aptamer HTS,PP5 inh,GASC-1 inh,CTSL1 counter,procasp7 counter
Cn1c(C(=O)N2CCCC(C(=O)O)C2)cc2sccc21 (stereo not given),-2,3,-3,4,1,1.6,-2,-7,4
CC(C)(C)c1ccc(-n2ncc3c2CCCC3NC(=O)CCn2cncn2)cc1 (stereo not given),-3,2,-4,17,0,-0.9,20,-3,0
O=C(NC1CCCCC1)C(c1ccc(F)cc1)N(C(=O)c1csnn1)C1CC1 (stereo not given),0,3,1,7,1,0.5,-10,-4,-7
C/C(=N\Nc1ccc(Cl)c(C(=O)O)c1)c1ccc(Br)s1,2,8,5,-6,0,-1.7,7,3,-13
O=C(c1cc(C2CC2)nn1-c1ccccc1)N1CCN(Cc2ccc(Cl)cc2)CC1,-2,4,·,-5,11,0.4,-4,·,1
CN(C)CCNc1c2c(c(C#N)c3nc4ccccc4n13)CCCC2,-7,-3,-4,-14,0,0.6,5,2,-6
COc1cc(C(C)=O)ccc1OCC(=O)N1CCc2ccccc2C1,0,1,12,3,1,1.4,-3,-2,8
CCCCNC(=S)N(C)/N=C/c1c(F)cccc1F,-10,3,-3,-6,0,0.0,-8,2,-11
COc1cc(F)ccc1CN1CCC(C(=O)Nc2ccc(Oc3ccccc3)nc2)CC1,-2,9,-9,5,0,0.6,-8,1,-9
COc1ccc(C/C(C)=N/NC(=O)C2COc3ccccc3O2)cc1 (stereo not given),-1,3,-1,9,0,1.0,-7,-1,-1
CC1(C)CC(=O)C(C(=O)/C=C/c2ccco2)C(=O)C1,-10,-4,2,0,8,-1.1,2,0,4
CC[n+]1c(/C=C/N(C)c2ccccc2)oc2ccc(F)cc21,4,-18,-6,i,0,6.8,-24,-1,-23
NC(=O)NC(=O)C(c1ccccc1)N1CCN(S(=O)(=O)Cc2ccccc2)CC1 (stereo not given),-5,-2,·,-6,4,3.6,4,·,-1
C[C@H](CO)N1C[C@H](C)[C@@H](CN(C)C(=O)Nc2ccc3c(c2)OCO3)Oc2ccc(NC(=O)NC3CCCCC3)cc2C1=O,·,1,·,9,3,·,-7,·,-3
Cn1c(CCNC(=O)C(C)(C)C)nc2ccccc21,-2,3,0,37,5,0.3,-3,-5,20
COCCC(=O)N1CCC(Oc2ccc(C(=O)NC3CCOC(C)(C)C3)cc2)CC1 (stereo not given),-3,5,0,6,0,-1.4,0,-2,7
CC(=O)Nc1ccc(S(=O)(=O)N(C)c2ccc(O)cc2)cc1,-6,9,1,-1,0,-0.2,20,-6,5
O=C(Cc1ccc(Br)cc1)Nc1ccc2[nH]ncc2c1,-2,8,3,-13,12,2.2,-166,-2,-1
Cc1ccc(C(=O)Nc2scc(-c3ccccc3)c2C(=O)O)o1,-5,5,0,3,4,-0.1,-13,0,7
COc1ccc(N2CCN(C3CC(=O)N(C)C3=O)CC2)cc1 (stereo not given),-4,-5,-2,4,1,2.0,5,3,4
Cc1c(C(=O)O)c2cc(O)ccc2n1-c1ccccc1,-1,-4,2,10,2,2.0,4,-3,-8
Cc1c(C)c2ccc(OCC(=O)N3CCOCC3)c(C)c2oc1=O,2,4,-15,-15,2,0.9,3,3,10
CCN(CC(=O)Nc1ccccc1C(F)(F)F)C(=O)CCS(=O)(=O)c1ccc(Cl)cc1,-7,11,-1,4,0,0.0,0,0,1
CCn1ccnc1C(O)c1cccc(OC)c1OC (stereo not given),-2,-6,10,6,0,-1.0,2,-6,2
O=S(=O)(NCc1nc(-c2ccccc2)no1)c1ccc(F)cc1,-3,3,1,-6,0,3.2,14,0,4
CC(=O)Nc1cccc(C(=O)OC(C)C(=O)NCc2ccc3c(c2)OCO3)c1 (stereo not given),-4,4,2,6,1,-2.2,-9,-3,-1
CCCOc1ccc(N2C(=O)CC(SC(=N)N3N=C(c4ccccc4)CC3c3ccccc3)C2=O)cc1 (stereo not given),-4,0,25,6,1,-0.7,-8,4,4
O=C1CCN(C(=O)Nc2cccc(Cl)c2)N1,-1,-32,-4,10,7,3.6,-3,-1,-19
CC(=O)Nc1ccc(S(=O)(=O)N[C@@H](C)C(=O)OCC(=O)c2ccc[nH]2)cc1,·,0,·,9,0,·,-2,·,-4
C/C(Cc1ccccc1)=N\NC(=O)CNC(=O)c1ccccc1Cl,-3,5,-4,1,0,-3.5,-5,6,0
COc1ccc(-n2c(=O)c3c4c(sc3n(Cc3cccc(F)c3)c2=O)CN(C(C)=O)CC4)c(OC)c1,-2,1,4,2,1,0.9,-10,1,5
CCN1CCN(CCOc2ccc(Cl)cc2)CC1,-3,5,10,5,0,-1.9,-10,1,-5
CN(C)S(=O)(=O)c1ccc(NC(=O)C2CC(=O)N(Cc3ccccc3)C2)cc1 (stereo not given),1,2,1,17,0,1.5,-1,-2,-3
COc1ccc(OCc2n(CC(=O)OC3CC(C)CCC3C(C)C)c3ccccc3[n+]2C)cc1 (stereo not given),16*,-7,-7,3,0,2.0,-6,1,-11
N#Cc1c(SCC(N)=O)nc2c(c1-c1ccncc1)CCCC2,-2,-4,13,2,0,0.9,5,0,-12
COc1ccc(N(C(=O)c2ccc3c(c2)OCO3)C2C=CS(=O)(=O)C2)c(OC)c1 (stereo not given),0,3,9,3,0,-0.1,-4,-2,3
O=C(Cn1nc2n(c1=O)-c1ccccc1SC2)N/N=C/c1ccncc1,0,9,-3,6,0,-2.0,3,-1,0
CC1(c2nnc(-c3cccc(Cl)c3)o2)CC(c2ccc(Cl)cc2)=NO1 (stereo not given),-1,3,3,-3,2,0.7,13,-4,-3
Fc1cccc(NC(=S)N2CCCCC2)c1,-1,-6,-6,-24,0,0.6,-5,0,0
Cc1cc(Cl)c(OCCOCCN2CCCCC2)c(Br)c1,5,0,-11,1,0,3.0,-98,-4,-3
Cc1ccc(C(=O)C2CCN(CC(=O)N3CCN(c4ccc(F)cc4)CC3)CC2)cc1,-3,1,4,3,0,1.5,3,1,4
O=C(Nc1ccc(Br)cn1)c1cccc2c1-c1ccccc1C2=O,-3,-4,7,27,0,0.8,-33,-3,3
CC12C(=O)N(c3nccs3)C(=O)C1C1C=CC2C1 (stereo not given),-4,-3,-2,5,1,2.2,-1,-6,8
Cc1cc2c(cc(C(=O)NCCCN3CCOCC3)n2Cc2ccc(Cl)cc2)o1,1,-2,-3,-6,0,2.1,-18,-3,7
O=C1CC(c2ccccc2)Cc2nc3nc(C(F)(F)F)nn3cc21 (stereo not given),-2,0,2,6,0,1.2,-1,-1,8
CC[n+]1c(/C=C/C=C/N(C(C)=O)c2ccccc2)sc2ccccc21,10,-34,-2,i,1,-0.9,-6,5,-28
Cc1csc(NC(=O)c2ccc(C)c(S(=O)(=O)N3CCCCC3)c2)n1,2,6,13,-8,0,1.9,-1,1,4
Cc1cccc(N(C(=O)CNC(=O)c2ccco2)C(C(=O)NC2CCCC2)c2ccncc2)c1 (stereo not given),-4,-6,7,-1,2,1.2,8,0,-5
COc1cc(-c2csc(CCn3nc(C)cc3C)n2)cc(OC)c1OC,-5,-11,2,9,0,2.9,1,-2,-4
CCCNC(=O)N1c2ccccc2Sc2ccccc21,-4,-1,3,4,0,-0.4,2,5,-11
COc1ccc(NC(=O)NC23CC4CC(CC(C4)C2)C3)cc1OC,-5,-5,-1,5,1,2.2,-9,-4,-8
O=C(NC(=S)Nc1ccc(S(=O)(=O)Nc2nccs2)cc1)c1cccnc1,-2,-1,-4,3,9,1.9,0,4,5
CCCNc1c(NS(=O)(=O)c2ccc(Cl)s2)c(=O)oc2ccccc12,-5,4,-7,-2,0,3.0,16,-3,-3
Nc1nc(Nc2cccc(C(F)(F)F)c2)nc(C(F)(F)F)n1,5,-4,-6,-9,2,8.1,-6,-1,-6
CC(=O)Nc1cccc(NC(=O)c2cc(-c3cccnc3)nc3ccc(Br)cc23)c1,1,3,18,-17,2,2.2,14,7,-7
Cc1cc(C)c(C#N)c(N2CCN(CCOc3ccc(Cl)cc3)CC2)n1,-1,2,-7,-6,0,4.5,-2,-1,-2
O=C(O)c1ccc(N2CCOCC2)c(N2C(=O)C3C4C=CC(C4)C3C2=O)c1 (stereo not given),-3,-7,-1,8,5,1.8,-4,-1,-3
Cc1ccc(-c2cc(C(=O)Nc3cccnc3)c3ccccc3n2)s1,4,4,4,12,0,4.8,4,3,0
CCCn1nc(C(=O)Nc2ccc3c(c2)OCO3)c2ccccc2c1=O,-4,8,·,-7,0,-0.3,1,·,-6
CC(=O)C1=C(C)NC2(O)c3ccccc3C(=O)C12O (stereo not given),3,9,-14,1,2,1.9,-2,-4,2

Additional structures:
canonical_smiles,PP1 counter,procasp3 activ,core dimer inh,VLA-4 inh,GRK2 aptamer HTS,PP5 inh,GASC-1 inh,CTSL1 counter,procasp7 counter
Cc1ccc2nc(N3CCN(Cc4nnnn4C4CCCC4)CC3)c(C#N)cc2c1,-3,-4,16,11,5,0.8,13,2,0
CNS(=O)(=O)c1cc(C(=O)NCc2ccco2)ccc1Cl,-1,2,-2,-7,0,-1.7,7,-2,10
COC(=O)NC(=C(Cl)Cl)S(=O)(=O)c1ccccc1,-1,-8,2,4,0,2.1,-7,3,6
CC(Oc1cc2oc(=O)c3c(c2cc1Cl)CCC3)C(=O)NCCCn1ccnc1 (stereo not given),0,-4,0,10,2,0.1,3,2,1
C=C(C)c1cccc(C(C)(C)NC(=O)NCC2COCCO2)c1 (stereo not given),-12,7,0,-1,0,3.4,2,2,9
CCOC(=O)CCNC(=O)Nc1ccc2nc(C)n(Cc3ccc(Cl)cc3)c(=O)c2c1,-1,5,-5,26,0,2.2,109&2,2,0
